Assay outcomes from PubChem.
Hep lipid drop = inhibitors of hepatocyte lipid droplet formation, primary screen, imaging, high-throughput imaging, BODIPY stain; inhibition, % at 6.5 µM; hit rate 0.4% among 240,000; AML12 mouse hepatocytes, oleate lipid droplets; AID 1656, 2009;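 active = lipid droplet intensity inhibited by at least 50%, with more than 500 cells counted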
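Test system: AML12 mouse liver cells; schedule: overnight exposure; technique: high-content imaging of BODIPY-stained droplets and DAPI nuclei; read-out: % inhibition of corrected integrated BODIPY droplet signal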
bCat nuc transl = modulators of beta-catenin nuclear translocation, primary screen, imaging, HeLa cells, immunofluorescence, high-content; nuclear translocation activity, % at 5 µM; hit rate 0.3% among 190,000;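 active = nuclear translocation activity above 50% at 5 µM, with a well cell count of 50 or more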;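 also: per-cell ratio of nuclear to cytoplasmic median beta-catenin stain intensity; plate controls were DMSO negative control for no effect and GSK-3 inhibitor IX positive control for full effect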
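Read-out: Nuclear/cytoplasmic beta-catenin signal ratio, % activation | Assay system: Human HeLa cell line | Times: 24 h compound exposure at 37°C, 5% CO2 | Signal: Fluorescence imaging of beta-catenin antibody stain plus DAPI | Dosing: 5 µM primary, 0.02–20 µM confirmation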
MT stabilize HCS = microtubule stabilizers in HeLa cells, primary screen, imaging, high-content imaging; hit rate 0.83% among 200,000; % tubulin-high responders, % at 10 µM; HeLa tubulin immunostaining HCS, 24 h; share of cells brighter than vehicle mean+2SD;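 active = plate Z-score above 3 for both tubulin-high and condensed-nucleus cell shares, with cell loss under 80%, at 10 µM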;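 also: anti alpha tubulin signal scored within the nucleus-defined area of each cell; some results filed as inactive read as strong as hits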
Dynein cargo inh = inhibitors of GR-EGFP nuclear translocation, primary screen, dynein cargo transport inhibitor project, imaging, high-content, 3617.4 mouse cells. hit rate 0.47% among 220,000. z-score, hits read low. test concentration mostly 20 µM; stimulated with dexamethasone, 1 µM; active compounds read low;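 active = plate z-score of nuclear minus cytoplasmic receptor signal below a set negative limit, without overly bright fluorescence or cell loss, cut at about -3.5 in these data, passing the limit was not always enough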;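 also: z-score of nuclear minus cytoplasmic ring GR-EGFP intensity difference per well; some compounds called inactive have numbers as strong as hits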
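Also added: dexamethasone, 1.0 µM final. Medium: tet-free, stripped-serum medium. Detection: fixed, Hoechst-stained cells imaged at 10x for EGFP. Read-out: nuclear-to-cytoplasmic GR-EGFP distribution per well. Times: induction 48 h, compound 1 h, agonist 30 min.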
Insulin prom up = insulin promoter activators in MIN6 cells, imaging, high-content screening, mouse beta cells | MIN6 insulin promoter-GFP reporter; active compounds read high | z-score at 5 µM | hit rate 0.3% among 190,000 | AID 1625, 2009;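 active = z-score above 3 at 5 µM with at least 500 cells counted in the well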
TNAP activators = human TNAP enzyme activators, primary screen, biochemical, luminescent, no phosphate acceptor, uHTS (AID 1001) | Alkaline phosphatase, tissue-nonspecific isozyme (Homo sapiens) | purified TNAP, luminescent activation assay, no phosphate acceptor; higher activation fold means a stronger effect | activation fold at 20 µM; hits with a dose series show EC50 in µM | hit rate 0.03% among 200,000; in the data active = activation fold from about 3, or a potency from the dose series; inactive = the rest, 99 in 100 with activation fold below about 1.6; also: many of its hits are not listed in these tables
T cell modulator = modulators of CD8 T cell-vesicle binding, primary screen, mouse 2C CD8+ T cells, flow cytometry; hit rate 0.068% among 330,000; AID 2052, 2009; calls only at 7 µM; 2C CD8+ T cell-vesicle binding; active compounds read low;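 active = response, share of CD8 T cells binding vesicles, and their 90th percentile fluorescence all below set limits, cut at about 80% in these data, passing the limit was not always enough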
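Benchmarks: naked versus QL9-loaded vesicles / Assay system: purified 2C TCR transgenic mouse naive CD8+ T cells / Technique: high-throughput flow cytometry with anti-B7-1 and anti-CD8 staining / Timing: Cell–vesicle co-incubation 1.5 h at 37 °C, staining 20 min on ice / Read-out: percent CD8+ FL2 mean versus row control / Probe or stimulus: QL9-loaded Drosophila micro-vesicles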
PMI inhibitors = inhibitors of human PMI, primary screen, biochemical, fluorescence intensity, coupled assay (AID 1209) | inhibition, % at 20 µM; hits with a dose series show IC50 in µM | Mannose-6-phosphate isomerase (Homo sapiens) | purified PMI enzyme, coupled fluorescence intensity; higher % means a stronger effect | hit rate 0.42% among 190,000; in the data active = inhibition above about 50%;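 also: plate controls were DMSO vehicle for no effect and wells lacking substrate for full effect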
Myeloid diff MLP = induction of myeloid progenitor differentiation, primary screen, cell-based, flow cytometry, MLPCN library | ER-HoxA9 myeloid progenitors, lysozyme-GFP differentiation | calls only at 10 µM | hit rate 1% among 360,000;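 active = normalized GFP-positive differentiation at or above the plate's own cutoff, the solvent-only control mean plus 3 SD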;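 also: cells exposed to compound for four days before flow analysis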
Dynein cargo inh cytoplasmic EGFP = also measured in Dynein cargo inh; calls as there; z-score; measured here: cytoplasmic GR-EGFP intensity; active compounds read high
Dynein cargo inh nuclear GR-EGFP = recorded beside Dynein cargo inh, whose call it bears; z-score; measured here: nuclear GR-EGFP intensity;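 lower value marks the stronger effect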
Dynein cargo inh cell count = further read-out of Dynein cargo inh, marked with its call; z-score; measured here: cell count per field
Insulin prom up cell count = second read-out of Insulin prom up, no call of its own (marks repeat the call); cell count; measured here: cytotoxicity, nuclei count;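 total cells summed across four imaged fields per well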
Hep lipid drop cells 6.5 µM = recorded beside Hep lipid drop, whose call it bears; cell count; measured here: cell count, cytotoxicity flag;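 cells counted across two imaged fields per well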
bCat nuc transl cell count 5 µM = second read-out of bCat nuc transl, no call of its own (marks repeat the call); cell count; measured here: cell count, cytotoxicity flag
T cell modulator vesicle-bound % = recorded beside T cell modulator, whose call it bears; double positive events, %; measured here: CD8+ vesicle-bound cell fraction;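 binding gate set so that unloaded-vesicle control wells show 10% double positive cells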
MT stabilize HCS Hoechst-high % = second read-out of MT stabilize HCS, no call of its own (marks repeat the call); % Hoechst-high responders; measured here: nuclear condensation Hoechst responders;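 share of cells brighter than vehicle mean plus two SD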
MT stabilize HCS cytotoxicity % = recorded beside MT stabilize HCS, whose call it bears; toxicity, %; measured here: cytotoxicity by cell density;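 0% = mean cell density of plate MIN control wells and 100% = no cells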
Myeloid diff MLP GFP+ MAC1+ % = second read-out of Myeloid diff MLP, no call of its own (marks repeat the call); GFP+ MAC1+ double positive, %; measured here: differentiation confirmed by MAC1 staining
Active calls of the source: *; i = inactive; . = no result given; + = active, no number. Rows are unselected; about 3% have a hit in one of these screens.

SMILES	Hep lipid drop	Hep lipid drop cells 6.5 µM	bCat nuc transl	bCat nuc transl cell count 5 µM	MT stabilize HCS	MT stabilize HCS Hoechst-high %	MT stabilize HCS cytotoxicity %	Dynein cargo inh	Dynein cargo inh cytoplasmic EGFP	Dynein cargo inh nuclear GR-EGFP	Dynein cargo inh cell count	Insulin prom up	Insulin prom up cell count	TNAP activators	T cell modulator	T cell modulator vesicle-bound %	PMI inhibitors	Myeloid diff MLP	Myeloid diff MLP GFP+ MAC1+ %
O=C(NCCCn1ccnc1)c1ccc(Cl)c(S(=O)(=O)N2CCOCC2)c1	.	.	.	.	4.4	2.3	3.6	0.54	-0.27	0.89	-1.2	.	.	1	i	63	7%	i	8.1
COc1ccc(OC)c(S(=O)(=O)N2CCC(C(=O)Nc3cccc(C(F)(F)F)c3)CC2)c1	-32	747	.	.	2.5	2.1	13	0.36	-0.24	0.29	-0.31	-0.74	1199	1.2	i	55	18%	i	0.5
O=C(c1cccc(S(=O)(=O)N2CCCC2)c1)N1CCN(c2ccccc2)CC1	0	704	.	.	18*	28*	18*	1.3	-0.21	0.71	-1.1	0.33	1205	1.1	i	11	14%	i	1.7
Cc1cc(F)ccc1S(=O)(=O)Nc1c(C)n(C)n(-c2ccccc2)c1=O	.	.	.	.	2.7	3.1	9.2	-1	-0.18	-0.61	0.11	0.44	912	1.1	i	46	8%	i	2.1
CCSc1nnc(-c2ccccc2N)c(=O)[nH]1	16	683	.	.	4.7	1.8	7.5	0.63	-0.17	-0.43	0.26	-0.4	1287	1.1	i	9	2%	i	0.8
O=C(O)CC1SC(=Nc2ccccc2)N(c2ccccc2)C1=O (stereo not drawn)	13	767	-4.0	1211	1.6	2.3	2.3	-0.27	-0.2	0.27	0.36	-0.24	1147	1.1	i	41	-1%	i	1.2
O=c1oc2ccccc2cc1-c1nc2c(s1)CCCC2	.	.	-3.0	982	3.5	2.5	10	1.2	-0.2	0.075	0.24	-0.58	1424	1.2	i	10	10%	i	2.8
CNS(=O)(=O)c1cnccc1N1CCN(c2cccc(Cl)c2)CC1	5	725	0.4	949	2.5	1.2	7.7	0.27	-0.27	0.36	-0.4	-0.5	1544	1.1	i	43	12%	i	0.3
Cc1cccc(-n2c(-c3csc(C)c3)n[nH]c2=S)c1	-4	722	-4.5	1251	1.9	1.4	8.3	0.86	0.32	1	0.87	0.14	933	1	i	50	1%	i	1.7
CCC(C)(C)NC(=O)/C=C/c1cccs1	11	744	-1.9	1130	8.2	2.3	7.6	0.61	-0.17	0.15	-0.6	-0.11	1550	1.1	i	4	4%	i	0.2
Cc1[nH]c2ccc(S(N)(=O)=O)cc2c1C	.	.	-6.7	957	2.5	3.1	7.0	0.37	-0.15	0.55	0.28	0.66	1191	1.1	i	33	-1%	i	1.3
CC1CCc2cccc3c2N1c1cc(C#N)c(C#N)cc1O3 (stereo not drawn)	.	.	.	.	15	2.6	17	-0.31	0.32	0.06	-0.16	.	.	1	.	.	0%	+	11*
Cc1nnsc1Sc1ccccc1	3	467	0.4	1485	2.7	1.3	8.2	-1.6	-0.31	-0.65	1.3	.	.	1	i	29	-9%	i	0.4
Cc1c(C(=O)N2CCN(Cc3ccc4c(c3)OCO4)CC2)cccc1[N+](=O)[O-]	1	620	0.8	947	3.1	3.7	7.4	-0.63	-0.07	0.51	0.45	.	.	1.1	i	55	3%	i	0.2
COc1ccc(/C=C/C(=O)O)cc1S(=O)(=O)NCc1ccco1	2	738	0.2	1290	.	.	.	-1	-0.28	-0.54	1.2	-0.83	1133	.	i	25	.	i	1.1
O=C(/C=C/c1cccc(Cl)c1)OCc1cn2cc(Cl)ccc2n1	-5	447	0.5	1441	3.0	2.7	8.6	0.11	-0.34	0.061	0.67	.	.	1	i	60	-5%	i	0.7
CCC(c1nnnn1CC1CCCO1)N(CCN1CCOCC1)Cc1cc2cc(C)ccc2[nH]c1=O (stereo not drawn)	.	.	-0.3	1322	1.5	1.7	8.3	-0.67	-0.13	-0.21	0.54	1.6	1511	1.1	.	.	-10%	i	0.7
N#Cc1cc2c(nc1SCC(=O)NCc1ccc3c(c1)OCO3)CCCCC2	.	.	-7.8	1052	3.9	2.5	5.4	-0.28	-0.32	0.3	-0.19	-1.6	1423	1.2	i	10	-10%	i	5.7
O=C(Nc1cccc(O)c1)C(Cc1ccccc1)N1C(=O)c2cccc3cccc(c23)C1=O (stereo not drawn)	-4	747	-0.2	894	2.2	1.6	1.2	-0.13	-0.25	-0.038	0.76	2.2	1326	1	i	49	18%	i	0.8
COc1cc(/C=C(/NC(=O)c2ccccc2)C(=O)N2CCN(C)CC2)c([N+](=O)[O-])cc1OC	33	703	-1.2	511	2.5	2.1	1.5	0.97	-0.24	1	-1	0.1	1412	1	i	62	-6%	i	0.4
NNC(=O)c1ccc(CN2C(=O)c3cccc4cccc2c34)cc1	-3	678	-0.7	1108	4.8	1.8	16	0.35	-0.3	-0.46	0.68	-0.37	1257	1	i	50	-20%	i	0.4
Cc1ccc(C)c(N2CCN(CCCNC(=O)Cn3cccc3C(=O)c3ccccc3)CC2)c1	1	682	-0.9	1092	2.2	2.1	9.5	-0.31	-0.33	-0.067	0.96	.	.	1.1	i	54	-20%	i	0.8
OCCC#Cc1ccc(CN2CCN(Cc3ccccc3)C(CCO)C2)cc1 (stereo not drawn)	2	617	0.2	1519	5.8	1.5	4.8	-0.26	-0.33	-0.38	0.58	0.1	1353	1.1	i	25	-3%	i	0.4
CCCSc1ccc(-c2nn(-c3ccccc3)cc2/C=C(/C#N)C(=O)NCCCOC)cc1	-1	586	-1.7	991	3.4	2.2	8.4	0.87	0.52	0.25	-1.3	-0.93	1510	1	i	40	7%	i	2.8
CC(=O)c1cccc(S(=O)(=O)N2CCCC(c3nc(-c4ccc(C)o4)no3)C2)c1 (stereo not drawn)	.	.	-8.1	972	5.9	3.8	4.0	-0.42	-0.33	-0.029	0.71	-0.82	1085	1.1	i	14	-8%	i	0.2
COc1ccc2[nH]cc(S(=O)(=O)c3ccc(F)cc3)c(=O)c2c1	.	.	.	.	7.9	3.0	0.2	3.7	0.0057	2.1	-1.5	-0.9	952	1.2	i	40	15%	i	1.7
O=C(Cc1cccs1)Nc1nnc(-c2ccncc2)s1	-5	757	1.5	1111	4.5	2.0	0.5	0.19	-0.16	0.54	-0.2	-0.76	1244	1.1	i	47	11%	i	5.7
O=C(ONC1=NCCCCC1)c1ccc(Cl)cc1	16	754	-0.8	1182	2.6	2.5	7.4	0.32	-0.27	0.92	0.53	-1.3	753	1	i	57	-6%	i	1.1
COc1ccc(C(=O)NCCc2nnc3ccc(SCC(=O)Nc4cc(C)on4)nn23)cc1	13	698	3.0	1062	2.1	1.5	3.5	1.1	-0.24	0.58	-0.25	0.94	1222	1.1	i	18	-1%	i	0.1
Cn1c(N2CCN(c3ccccn3)CC2)nc2c1c(=O)n(Cc1ccc(Cl)cc1)c(=O)n2C	.	.	1.3	1155	3.4	4.4	6.1	0.11	-0.22	0.21	0.15	.	.	1.1	i	41	5%	i	0.6
C/C(=N\Nc1ccc(Cl)cc1)c1ccccn1	-1	746	3.8	1166	2.2	1.1	4.0	-1.4	-0.27	-0.64	0.55	-0.05	862	1	i	17	-69%	i	2.7
S=C(NCc1ccccc1)Nc1ccc2cn[nH]c2c1	-3	729	0.0	1420	.	.	.	-0.61	0.28	0.56	-0.56	0.15	1137	.	i	47	.	i	0.4
O=C(NNc1nc2c(F)cccc2s1)c1ccccc1	-14	680	-5.6	1121	3.1	1.9	4.8	-0.17	-0.21	-0.67	-0.22	-0.5	1658	2.5	i	29	-3%	i	0.8
Cc1cc(C)n(-c2nc(N(C)C)nc(N3CCOCC3)n2)n1	12	768	.	.	0.7	0.8	3.8	0.68	-0.19	0.32	0.16	.	.	1.1	i	38	-1%	i	0.5

Reprinted at random: 2 records from the list
SMILES	Hep lipid drop	Hep lipid drop cells 6.5 µM	bCat nuc transl	bCat nuc transl cell count 5 µM	MT stabilize HCS	MT stabilize HCS Hoechst-high %	MT stabilize HCS cytotoxicity %	Dynein cargo inh	Dynein cargo inh cytoplasmic EGFP	Dynein cargo inh nuclear GR-EGFP	Dynein cargo inh cell count	Insulin prom up	Insulin prom up cell count	TNAP activators	T cell modulator	T cell modulator vesicle-bound %	PMI inhibitors	Myeloid diff MLP	Myeloid diff MLP GFP+ MAC1+ %
S=C(NCc1ccccc1)Nc1ccc2cn[nH]c2c1	-3	729	0.0	1420	.	.	.	-0.61	0.28	0.56	-0.56	0.15	1137	.	i	47	.	i	0.4
CCC(C)(C)NC(=O)/C=C/c1cccs1	11	744	-1.9	1130	8.2	2.3	7.6	0.61	-0.17	0.15	-0.6	-0.11	1550	1.1	i	4	4%	i	0.2
